# From PubChem BioAssay
# mIAP activ: activators of mouse IAP, primary screen, biochemical, luminescence, uHTS; activation factor at 10 µM; muIAP, CDP-Star luminescence, 30 min; stronger effect = higher value; 1 = vehicle-only enzyme signal, 0 = enzyme-free wells; 330,000 compounds, 0.24% hits; intestinal alkaline phosphatase [Mus musculus];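 active means activation factor of at least 2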; further: the source names both 10 and 20 µM as test concentration; values of inactives mirror those of a sister screen read the other way
#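 Assay system: mouse IAP enzyme; reagent: chemiluminescent substrate CDP-Star; dosing: test compounds delivered from DMSO solution; schedule: 30 min at room temperature; measured by: luminescence from enzymatic CDP-Star hydrolysis; controls: DMSO-only wells and no-enzyme negative control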
# ATG4B inh: ATG4B protease inhibitors, primary screen, biochemical, fluorescence, uHTS. ATG4B cleavage of LC3-PLA2, NBD-HPC fluorescence, 1 h. 340,000 compounds, 0.51% hits. inhibition, % at 8.33 µM; in the data active means inhibition above about 40%
# NALP3 yeast inh: NALP3 inflammasome inhibitors in reconstituted yeast, primary screen, luminescence, uHTS; Yeast reconstituted NLRP3/ASC/caspase-1, beta-gal luminescence, 24 h; inhibition, % at 10 µM; 330,000 compounds, 0.39% hits; AID 2825, 2010;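 active means inhibition of 50% or more; inactive means inhibition below 50%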;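 further: plate controls were induced DMSO wells for no effect and uninduced yeast grown without galactose for full effect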
# mIAP inh: inhibitors of mouse IAP, primary screen, biochemical, luminescence, uHTS. intestinal alkaline phosphatase [Mus musculus]. purified mouse IAP, CDP-Star luminescence, 30 min. 330,000 compounds, 0.2% hits. inhibition, % at 10 µM. AID 2806, 2010;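 active means inhibition of at least 40% at 10 µM in the primary screen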;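 further: plate controls were DMSO with enzyme for no effect and no enzyme wells for full effect; values of inactives mirror those of a sister screen read the other way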
# Apaf-1 inh: inhibitors of human Apaf-1 apoptosome, primary screen, biochemical, DEVD-Rh110 fluorescence, uHTS. Apoptotic protease-activating factor 1 (Homo sapiens), O14727. reconstituted apoptosome caspase-3 activity. inhibition, % at 20 µM. 330,000 compounds, 0.71% hits; active means inhibition of at least 40% at 20 µM;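 further: plate controls were DMSO wells for no effect and DEVD-CHO caspase inhibitor wells for full effect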
# Target sequence (O14727 whole entry, looked up): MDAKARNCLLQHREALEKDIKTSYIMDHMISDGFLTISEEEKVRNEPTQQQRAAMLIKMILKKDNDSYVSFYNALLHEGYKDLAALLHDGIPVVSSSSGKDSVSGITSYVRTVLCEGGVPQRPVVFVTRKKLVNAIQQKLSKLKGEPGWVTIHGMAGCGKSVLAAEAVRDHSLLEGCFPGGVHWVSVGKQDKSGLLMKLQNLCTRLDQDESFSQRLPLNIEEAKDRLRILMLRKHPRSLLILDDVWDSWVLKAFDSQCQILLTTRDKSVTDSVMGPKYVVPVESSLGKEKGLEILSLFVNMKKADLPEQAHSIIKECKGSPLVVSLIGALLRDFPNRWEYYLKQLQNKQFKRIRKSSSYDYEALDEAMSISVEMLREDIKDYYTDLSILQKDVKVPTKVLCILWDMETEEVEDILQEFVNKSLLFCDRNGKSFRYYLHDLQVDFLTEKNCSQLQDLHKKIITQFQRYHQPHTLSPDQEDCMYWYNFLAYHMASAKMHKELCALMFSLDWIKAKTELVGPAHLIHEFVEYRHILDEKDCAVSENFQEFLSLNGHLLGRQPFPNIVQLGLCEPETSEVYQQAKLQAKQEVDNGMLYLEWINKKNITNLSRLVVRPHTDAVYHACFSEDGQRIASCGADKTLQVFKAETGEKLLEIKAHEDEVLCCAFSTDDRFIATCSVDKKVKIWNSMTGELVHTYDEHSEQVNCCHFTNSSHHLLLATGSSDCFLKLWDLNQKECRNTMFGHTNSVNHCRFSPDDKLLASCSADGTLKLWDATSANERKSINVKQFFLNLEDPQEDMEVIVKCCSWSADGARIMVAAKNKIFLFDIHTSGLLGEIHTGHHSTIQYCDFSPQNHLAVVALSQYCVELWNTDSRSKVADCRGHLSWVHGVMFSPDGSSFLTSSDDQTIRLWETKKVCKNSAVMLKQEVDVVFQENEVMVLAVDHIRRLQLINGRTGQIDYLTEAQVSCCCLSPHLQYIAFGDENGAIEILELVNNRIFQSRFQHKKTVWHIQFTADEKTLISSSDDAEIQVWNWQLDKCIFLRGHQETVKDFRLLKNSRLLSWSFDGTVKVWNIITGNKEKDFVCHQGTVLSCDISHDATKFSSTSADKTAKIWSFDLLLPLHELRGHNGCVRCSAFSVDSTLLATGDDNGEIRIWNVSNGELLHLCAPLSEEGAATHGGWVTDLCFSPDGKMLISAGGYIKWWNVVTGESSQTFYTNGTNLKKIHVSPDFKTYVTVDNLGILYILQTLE
#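 System: reconstituted apoptosome with Apaf-1, cytochrome c, caspase-9, procaspase-3, dATP; Signal: Rh110 fluorescence intensity; Schedule: 30 min compound preincubation, 50 min activation, room temperature; Reagent: cytochrome c trigger plus (Z-DEVD)2-Rh110 caspase-3 substrate.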
# TIM10 inh: growth inhibitors of isogenic TIM10 control yeast, primary screen, counter-screen for tim10-1 yeast inhibitor project, luminescence, uHTS | inhibition, % at 10 µM | AID 463195, 2010 | 330,000 compounds, 1.4% hits | S. cerevisiae TIM10 strain growth, BacTiter-Glo luminescence, 24 h;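 active means inhibition of 40% or more at the single tested concentration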;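 further: wild-type TIM10 isogenic control strain grown at permissive 25 °C; 0% = DMSO yeast wells and 100% = minimal medium wells without yeast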
# hIAP block: human IAP inhibitors, primary screen, biochemical, luminescence, uHTS | Intestinal-type alkaline phosphatase (Homo sapiens), P09923 | purified IAP, CDP-Star luminescence, 30 min | inhibition, % at 10 µM | 330,000 compounds, 0.12% hits;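 active means inhibition reaching a set limit with compound at 10 µM in the primary screen, cut at about 35% in these data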;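 further: plate controls were DMSO wells with enzyme for no effect and no-enzyme buffer wells for full effect; values of inactives mirror those of a sister screen read the other way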
# tim10-1 inh: growth inhibitors of tim10-1 mutant yeast, primary screen, luminescence, uHTS; inhibition, % at 20 µM; AID 463190, 2010; 330,000 compounds, 2.2% hits; S. cerevisiae tim10-1 ts strain growth, BacTiter-Glo, 24 h;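 active means inhibition of at least 40%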;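 further: mutant grown at 25 °C; 0% = DMSO wells with yeast and 100% = wells holding no yeast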
# hIAP act: human IAP activators, primary screen, biochemical, luminescence, uHTS; purified human IAP, CDP-Star luminescence, 30 min; stronger effect = higher value; 1 = vehicle-only enzyme, 0 = enzyme-free background; activation factor at 10 µM; Intestinal-type alkaline phosphatase (Homo sapiens), P09923; AID 2524, 2010; 330,000 compounds, 0.16% hits;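 active means activation factor of the enzyme at least 2-fold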; further: the source names both 10 and 20 µM as test concentration; values of inactives mirror those of a sister screen read the other way
# Active calls of the source: *; nt = no result given.
SMILES,mIAP activ,ATG4B inh,NALP3 yeast inh,mIAP inh,Apaf-1 inh,TIM10 inh,hIAP block,tim10-1 inh,hIAP act
CCc1nc(SCC(=O)Nc2nnc(CC(C)C)s2)n[nH]1,0.901,0.8,25.9,9.9,-4.8,-12.8,-8.8,-16.1,1.09
O=C(NN1C(=O)NC2(CCCCC2)C1=O)c1cc(F)cc(F)c1,1.1,-2.3,14.4,-10.5,-9.2,2.0,13.3,2.3,0.867
COc1ccccc1NS(=O)(=O)c1cc(NC(=O)CNC(=O)c2ccc(C)s2)ccc1Cl,0.844,-13.8,8.3,15.6,4.0,6.5,-8.9,-12.6,1.09
CCOC(=O)C1CCN(CC(=O)Nc2c(C(=O)OC)[nH]c3ccc(Cl)cc23)CC1,0.929,5.7,17.1,7.1,7.9,25.1,8.9,20.6,0.911
Oc1c(C=NCc2ccc(F)cc2)[nH]c2ccc(Br)c(Cl)c12,0.981,nt,16.0,1.9,30.5,28.3,-8.2,25.0,1.08
COc1ccc(/C(C)=N/NC(=O)C(NC(=O)c2ccccc2)c2n[nH]c(=O)c3ccccc23)c(OC)c1 (centres undefined),0.982,1.4,-3.4,1.8,19.4,6.5,10.5,-9.5,0.895
Clc1ccc(/C=C/c2nc3ccccc3[nH]2)c(Cl)c1,0.917,-2.1,11.3,8.3,-0.6,49.9*,22.9,41.1*,0.771
Cc1ccc(CN(C)C(=O)c2cccc(S(=O)(=O)N3CCCC3)c2)cc1,0.976,0.8,18.6,2.4,-4.8,20.9,-3.3,19.2,1.03
COc1cc(N)c(Cl)cc1C(=O)OCC(=O)NCc1cccs1,1.04,2.0,4.8,-4.0,-6.8,18.9,10.7,11.8,0.893
O=C(NNc1nc(-c2ccc(F)cc2)cs1)c1ccccc1,0.895,3.3,3.2,10.5,-12.6,5.2,-6.7,15.8,1.07
Clc1ccc(Cc2nn3c(Cn4nnc5ccccc54)nnc3s2)cc1,0.927,-0.5,1.6,7.3,11.5,1.1,-3.4,6.4,1.03
COc1ccc(CNC(=O)C2CC(=O)N(C3CCCC3)C2)cc1 (centres undefined),1.03,-3.2,9.2,-2.7,-10.3,-5.5,-1.8,-15.4,1.02
O=C(CN(C(=O)CNC(=O)c1ccco1)c1cccc(F)c1)NC1CCCCC1,1.07,-3.1,4.0,-6.7,-2.8,9.9,-2.5,-23.6,1.02
NNC(=O)Nc1cccc(C(F)(F)F)c1,1.01,-22.9,16.6,-1.2,-7.7,7.9,1.5,12.9,0.985
CC(C)CCNC(=O)CCC(=O)NNc1nc2ccccc2c2nc(-c3ccccc3)nn12,0.902,-4.1,14.6,9.8,13.6,-12.1,-64.9,-22.6,1.65
O=C(CC1C(=O)NCCN1Cc1ccc(Cl)c(F)c1)NCC1CCOCC1 (centres undefined),1.02,14.4,-6.7,-2.4,-12.6,-4.9,11.8,9.4,0.882
Cc1cc(C(=O)NP(=O)(N2CCOCC2)N2CCOCC2)c(C)n1-c1ccc(Br)cc1,0.954,-7.4,29.1,4.6,0.0,14.2,-18.0,-1.9,1.18
CC(=O)Oc1ccc(Nc2ccccc2)cc1,1.03,-2.8,25.5,-2.8,7.2,8.0,-32.3,9.4,1.32
Cc1cc(Cl)ccc1N(CC(=O)N=Nc1c(O)[nH]c2ccccc12)S(C)(=O)=O,0.972,-13.1,26.4,2.8,22.7,19.7,-0.2,20.9,1
Cc1ccc(N/C=C2\CCCCC2=O)c(C)c1,0.936,-7.7,3.7,6.4,-14.2,-12.2,7.3,-23.0,0.927
Cn1cc(CNC(=O)C2CCC(=O)N(Cc3cccc(C(F)(F)F)c3)C2)cn1 (centres undefined),1,20.3,-5.5,0.0,-7.0,4.4,-1.7,11.1,1.02
CCCCc1cc(=O)oc2cc(OCC(=O)Nc3ccccn3)ccc12,0.954,-7.0,14.2,4.6,4.8,-10.2,2.4,3.3,0.976
Cn1nc(-c2ccccc2)c(CSc2ccccc2)c1Cl,0.964,31.2,18.4,3.6,22.4,3.6,-3.3,7.0,1.03
Cc1c(NC(=O)c2ccc(C(=O)Nc3c(C)n(C)n(-c4ccccc4)c3=O)cc2)c(=O)n(-c2ccccc2)n1C,1.06,3.9,6.1,-5.7,5.4,-2.8,-2.8,17.0,1.03
Cc1nc(-c2ccccc2OC(F)(F)F)[nH]c(=O)c1Cl,1.02,4.8,30.2,-1.9,-12.8,6.3,-5.7,1.6,1.06
O=C(NCCC1=CCCCC1)C1CCC(CNc2nc(=S)[nH]c3ccccc23)CC1 (centres undefined),0.99,-0.5,-4.0,1.0,1.2,3.0,-8.5,1.2,1.08
Cc1nn(Cc2ccc(C(=O)N3CCN(C(=O)c4ccco4)CC3)o2)c(C)c1[N+](=O)[O-],0.947,1.8,13.6,5.3,-11.3,-3.4,-15.5,-9.2,1.16
CCn1cc(S(=O)(=O)N2CCc3ccccc3C2)cn1,1.02,-1.9,17.8,-2.3,6.7,1.8,-2.7,9.7,1.03
O=C(O)CCC(=O)OCC1CCCO1 (centres undefined),0.964,9.6,6.1,3.6,-7.9,9.4,-8.2,5.9,1.08
Cc1noc(C(=O)Nc2cccnc2)c1Cl,1.16,13.0,8.0,-16.1,2.4,5.2,-1.8,7.3,1.02
COc1ccc(CNC(=O)CN(C)Cc2ccccc2F)cc1OC,0.989,2.0,11.5,1.1,0.3,3.9,15.5,-8.9,0.845
Cc1cn([C@H]2C[C@H](O)[C@@H](CCC(=O)NCCN3CCCCC3)O2)c(=O)[nH]c1=O,0.936,-6.9,nt,6.4,3.4,-16.9,nt,7.2,nt
CCC(C)NC(=O)CSc1nnc(-c2ccc(C(C)(C)C)cc2)n1C (centres undefined),1.17,-10.1,8.8,-16.8,-0.2,1.6,-16.4,7.6,1.16
NC(=O)CCn1ccc2ccccc21,0.982,-6.8,1.2,1.8,-6.2,0.4,0.9,12.5,0.991
Cc1cc(C)cc(OCC(=O)N(C)CC(=O)Nc2ccc(N3CCOCC3)cc2)c1,0.94,5.6,27.7,6.0,-3.2,16.9,-1.9,10.6,1.02
Cn1cc(CCC(=O)N2CCCC(CCC(=O)NCc3ccc(F)c(F)c3)C2)cn1 (centres undefined),0.917,41.6*,7.2,8.3,1.8,14.7,-49.0,5.0,1.49
CCCOc1ccc2cc(C(=O)NCc3ccccc3)c(=O)oc2c1,0.906,-0.7,-2.8,9.4,10.4,8.5,13.0,1.3,0.87
COc1ccccc1/C=C/C(=O)OCC(=O)N1CCCCC1,0.973,1.1,24.9,2.7,5.2,2.8,-3.8,15.2,1.04
COCCNCCOCCOc1ccc(Cl)c(C)c1,0.903,-5.5,9.5,9.7,-3.5,4.6,15.3,1.0,0.847
COc1cccc(NC(=O)CN(C)C(=O)/C=C/c2cn(-c3ccccc3)nc2-c2cccs2)c1,0.976,-2.9,-1.4,2.4,34.2,-5.4,-10.1,-4.8,1.1
COc1ccc(C2N(Cc3ccccc3)CC(=O)N2/N=C(\C)c2ccccc2)cc1 (centres undefined),0.927,3.8,8.7,7.3,23.0,2.8,7.4,8.6,0.926
CCOc1ccc(OCC)c(S(=O)(=O)NCc2ccccn2)c1,0.904,-6.2,-8.6,9.6,1.7,1.5,-22.3,3.9,1.22
CN(C)CCNc1ncnc2c1sc1nc(N3CCCC3)c3c(c12)CC(C)(C)OC3,1.05,-2.2,11.5,-5.0,18.2,19.4,-14.7,1.6,1.15
CCN(CC)S(=O)(=O)c1cccc(C(=O)N[C@H](C(=O)NCc2ccc(Cl)cc2)C(C)C)c1,0.92,-9.1,3.6,8.0,18.7,14.6,11.1,9.2,0.889
COc1cc(OC)cc(C(=O)N[C@H](C(=O)Nc2ccc(S(=O)(=O)N(C)C)cc2)C(C)C)c1,1.15,-8.7,24.0,-15.0,26.1,6.2,8.5,37.5,0.915

# Two of these compounds, reformatted.
SMILES | mIAP activ | ATG4B inh | NALP3 yeast inh | mIAP inh | Apaf-1 inh | TIM10 inh | hIAP block | tim10-1 inh | hIAP act
COc1ccc(CNC(=O)CN(C)Cc2ccccc2F)cc1OC | 0.989 | 2.0 | 11.5 | 1.1 | 0.3 | 3.9 | 15.5 | -8.9 | 0.845
Cc1cn([C@H]2C[C@H](O)[C@@H](CCC(=O)NCCN3CCCCC3)O2)c(=O)[nH]c1=O | 0.936 | -6.9 | nt | 6.4 | 3.4 | -16.9 | nt | 7.2 | nt

# Following part
SMILES,mIAP activ,ATG4B inh,NALP3 yeast inh,mIAP inh,Apaf-1 inh,TIM10 inh,hIAP block,tim10-1 inh,hIAP act
CN(C)S(=O)(=O)c1cccc(C(=O)NCCCn2ccnc2)c1,0.946,0.1,6.4,5.4,-21.1,2.4,1.5,9.1,0.985
CCc1ccc(N2CC34C=CC(O3)C(C(=O)OC)C4C2=O)cc1 (centres undefined),0.963,-3.0,1.2,3.7,-18.7,0.7,-8.8,-5.4,1.09
Cc1nnc(SCCn2c(N3CCN(Cc4ccccc4)CC3)nc3c2c(=O)[nH]c(=O)n3C)s1,0.948,-4.3,0.8,5.2,-1.4,3.1,10.2,19.9,0.898
Cn1nc(-c2ccc(OCC(=O)NCC3CCCO3)cc2)c2ccccc2c1=O (centres undefined),0.955,-9.2,-4.5,4.5,-8.3,10.2,-3.0,7.7,1.03
OCCNc1nc(N2CCCC2)nc(N2CCCC2)n1,0.984,0.3,-0.3,1.6,0.8,11.6,0.9,18.9,0.991
N#C/C(=C\c1ccc(O)cc1)c1nc2ccccc2o1,0.83,-11.8,71.0*,17.0,-11.6,36.2,15.9,33.1,0.841
Cc1ccc(OCCn2cnc3c(N)ncnc32)cc1,0.952,-10.3,9.4,4.8,4.7,-1.8,10.6,-10.0,0.894
O=S(=O)(c1ccccc1)c1nc(NCc2ccccc2)sc1Cl,1.07,32.0,-26.2,-6.7,3.8,33.0,26.5,25.1,0.735
COc1ccc(CCNC(=O)CSc2nnc(-c3ccccc3)c3ccccc23)cc1OC,1.14,-1.7,3.2,-14.3,10.5,7.0,1.9,10.2,0.981
CSc1ccc(S(=O)(=O)NCc2ccc(C)cc2)cc1,1,0.8,9.9,0.0,-0.9,35.1,16.8,44.3*,0.832
COc1nc(C)ccc1-c1noc(-c2ccco2)n1,0.922,7.7,28.8,7.8,-20.2,4.6,16.6,16.4,0.834
O=C(Nc1ccc2nc(-c3ccccc3)[nH]c2c1)c1ccco1,1.02,-6.7,16.7,-1.8,0.2,49.6*,-4.5,4.5,1.04
CCOC(=O)c1ccccc1NC(=O)c1cccc(F)c1,1.07,-1.5,4.0,-7.5,10.1,-6.7,-5.8,21.1,1.06

# 3 compounds out of the list above, ordered by their value in ATG4B inh, descending.
structure,ATG4B inh
CSc1ccc(S(=O)(=O)NCc2ccc(C)cc2)cc1,0.8
CCc1ccc(N2CC34C=CC(O3)C(C(=O)OC)C4C2=O)cc1 (centres undefined),-3.0
Cc1ccc(OCCn2cnc3c(N)ncnc32)cc1,-10.3

# This is a random part of the collection. Share with any hit: about 4.5%.
